Screens: PubChem BioAssay, National Center for Advancing Translational Sciences (NCATS)
WRN inhibitor – qHTS for Inhibitors of WRN Helicase; WRN helicase unwinding, fluorescent forked duplex, kinetic; AID 651768, 2012; actives 0.46% (n = 360,000); Potency, µM (top dose mostly 114 µM), for inactives: at the highest dose activity change, negative = inhibition, usual class: inhibitors; note: potency is the fitted concentration of half-maximal effect; % is set by controls: 0 for no effect and ±100 for the full control effect; nearly all actives have a fitted effect of over 55% in size
Target sequence (Q14191 whole entry, looked up): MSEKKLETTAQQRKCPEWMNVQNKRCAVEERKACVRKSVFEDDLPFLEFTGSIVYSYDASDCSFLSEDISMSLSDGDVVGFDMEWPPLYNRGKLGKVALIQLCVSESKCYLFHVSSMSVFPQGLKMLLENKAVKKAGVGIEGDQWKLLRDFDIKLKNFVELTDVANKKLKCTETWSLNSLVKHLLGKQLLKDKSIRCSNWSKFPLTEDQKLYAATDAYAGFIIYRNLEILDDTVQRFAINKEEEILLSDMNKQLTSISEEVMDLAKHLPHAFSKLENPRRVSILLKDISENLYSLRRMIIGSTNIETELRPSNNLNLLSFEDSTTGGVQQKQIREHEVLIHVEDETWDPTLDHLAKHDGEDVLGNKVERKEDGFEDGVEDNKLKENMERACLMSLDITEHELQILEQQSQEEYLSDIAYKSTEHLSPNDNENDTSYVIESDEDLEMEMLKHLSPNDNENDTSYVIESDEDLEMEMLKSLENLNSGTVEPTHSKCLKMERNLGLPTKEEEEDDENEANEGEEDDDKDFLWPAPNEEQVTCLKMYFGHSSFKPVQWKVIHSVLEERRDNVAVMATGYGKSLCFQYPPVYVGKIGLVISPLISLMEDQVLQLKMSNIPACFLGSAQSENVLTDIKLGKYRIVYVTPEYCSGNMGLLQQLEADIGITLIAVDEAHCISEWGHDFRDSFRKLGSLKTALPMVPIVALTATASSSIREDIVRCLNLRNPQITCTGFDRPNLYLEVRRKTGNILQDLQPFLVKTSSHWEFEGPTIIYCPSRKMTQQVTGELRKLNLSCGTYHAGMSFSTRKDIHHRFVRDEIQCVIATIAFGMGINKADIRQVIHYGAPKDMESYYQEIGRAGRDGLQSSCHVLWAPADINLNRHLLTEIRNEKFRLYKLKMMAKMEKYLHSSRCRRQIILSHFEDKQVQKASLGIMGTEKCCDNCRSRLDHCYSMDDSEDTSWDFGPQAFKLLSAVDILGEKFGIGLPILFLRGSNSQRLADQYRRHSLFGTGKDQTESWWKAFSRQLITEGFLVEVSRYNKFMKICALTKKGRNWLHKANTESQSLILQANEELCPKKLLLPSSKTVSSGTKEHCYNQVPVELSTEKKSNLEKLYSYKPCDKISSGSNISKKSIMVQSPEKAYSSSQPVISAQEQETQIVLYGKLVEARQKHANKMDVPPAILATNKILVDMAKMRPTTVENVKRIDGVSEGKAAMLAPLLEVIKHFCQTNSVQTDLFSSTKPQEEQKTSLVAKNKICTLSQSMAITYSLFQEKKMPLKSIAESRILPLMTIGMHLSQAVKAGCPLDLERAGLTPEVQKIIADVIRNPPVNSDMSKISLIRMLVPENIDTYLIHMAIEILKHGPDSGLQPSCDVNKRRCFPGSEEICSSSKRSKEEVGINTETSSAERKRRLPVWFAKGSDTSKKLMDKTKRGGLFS
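WRN at 20 nM final preincubated with compound 15 min at room temperature; reaction started with 100 nM fluorophore/quencher forked duplex oligonucleotide and 2 mM ATP final. Unwinding followed kinetically by red fluorescence (ex 525, em 598 nm).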
D3 ag – qHTS of D3 Dopamine Receptor Agonist: qHTS | D(3) dopamine receptor (Homo sapiens), P35462 | D3R DiscoveRx beta-arrestin cells, luminescence, 90 min | max activation, % | actives 0.58% (n = 410,000) | AID 652048, 2013; in the data active = max activation above about 30%; note: 0% is about no effect; mostly tested at two doses, the higher about 12 µM
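Agonist mode: compounds and dopamine controls were applied to plated cells for 90 min at 37 degrees C after an overnight attachment at 1500 cells/well. Luminescent read-out followed 30 - 60 minutes at room temperature with DiscoveRx detection reagent.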
GLP1R inv ag – qHTS of GLP-1 Receptor Inverse Agonists (Inhibition Mode); Potency, µM (series often up to 38.3 µM), for inactives: at the highest dose activity change, negative = inhibition, actives largely listed as inhibitors; actives 1.6% (n = 410,000); HEK293 GLP-1R CRE-luciferase, luminescence, 24 h; GLP-1R form is constitutively active; note: potency is the fitted concentration of half-maximal effect; % is set by controls: 0 for no effect and ±100 for the full control effect; nearly all actives have a fitted effect of over 55% in size
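HEK293 cells stably co-expressing a cAMP-responsive luciferase reporter and constitutively active GLP-1R were seeded, incubated 12 h, then exposed to compounds for 24 h at 37 C. Luminescence was read 12 min after detection reagent; inverse agonists lower signal.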
GLP-1R agonist – qHTS of GLP-1 Receptor Agonists | HEK293 GLP-1R CRE-luciferase, luminescence, 4-6 h; cells express a hypersensitive GLP-1R form | Potency, µM (titrated, usually from 45.6 µM), without a hit: top-dose activation, hits mostly activators | actives 0.007% (n = 380,000) | AID 624172, 2012; note: potency is the fitted concentration of half-maximal effect; % of control where 0% means no effect
PLK1 PBD inh – qHTS for Inhibitors of PLK1-PDB (polo-like kinase 1 - polo-box domain): Primary Screen | Plk1 PBD binding of FITC phosphopeptide, fluorescence polarization | Potency, µM, for the others: max response, negative = inhibition, hits mostly inhibitors | actives 2.8% (n = 360,000); note: potency is the fitted concentration of half-maximal effect; series mostly up to about 57 µM; % is set by controls: 0 for no effect and ±100 for the full control effect; nearly all actives have a fitted effect of over 65% in size
PI5P4Ka inh – qHTS for Inhibitors of phosphatidylinositol 5-phosphate 4-kinase (PI5P4K); Phosphatidylinositol 5-phosphate 4-kinase type-2 alpha (Homo sapiens), P48426; PI5P4Kalpha enzyme, ADP-Glo luminescence, 60 min; hits give low values; max response, %; actives 1.2% (n = 330,000); AID 652105, 2013; active = max response of -50% or lower; inconclusive = between -30% and -50%; inactive = -30% or higher; note: value at the top dose of about 77 µM; % is set by controls: 0 for no effect and ±100 for the full control effect
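Compounds were pin-transferred onto PI5P4Kalpha and substrate in HEPES pH 7.4 buffer with EGTA, CHAPS and 5% DMSO. ATP (5 microM final) started the reaction, which ran 60 minutes at room temperature before ADP-Glo detection.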
IL2 activator – qHTS of IL-2 Activators | IL-2 activation reporter assay, cell-based qHTS; stimulated with anti-CD3/CD4/CD28 beads; in transgenic mouse T cells | activation, % (series mostly up to about 46 µM) | actives 0.065% (n = 360,000); in the data active = activation above about 50%; inconclusive = mostly about 30% to 49%; note: 0% is about no effect
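First, unstimulated transgenic mouse T cells were exposed to compound for 60 min. Next, anti-CD3/anti-CD4-coated beads with anti-CD28 were added. Finally, after 18 h at 37 degrees C, EGFP and DsRed were imaged.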
D3 antag – qHTS of D3 Dopamine Receptor Antagonist: qHTS. D(3) dopamine receptor (Homo sapiens), P35462. D3R cells, DiscoveRx beta-arrestin luminescence, antagonist mode; hits give low values. max response, negative = inhibition, %. actives 2.5% (n = 360,000). AID 652054, 2013; in the data active = max response below about -50%; inconclusive = no clear call, values can overlap the other calls; note: % is set by controls: 0 for no effect and ±100 for the full control effect; mostly tested at two doses, the higher about 12 µM
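Cells expressing the human receptor were seeded at 1500 cells/well, incubated overnight at 37 degrees C in 5% CO2, then exposed to library compounds with dopamine controls for 90 minutes at 37 degrees C before luminescent detection.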
GLP1R cytotox – qHTS of GLP-1 Receptor Inverse Agonists: Cytotox Screen | HEK293 cAMP-luciferase reporter cells, luminescence, 24 h | Potency, µM (top dose mostly 38.3 µM), for the others: at the highest dose activity change, negative = inhibition, usual class: inhibitors | actives 0.13% (n = 410,000);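 note: loss of luciferase light is scored as toxicity; potency is the fitted concentration of half-maximal effect; % is set by controls: 0 for no effect and ±100 for the full control effect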
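Luminescence readout: signal drop marks cytotoxicity. Plated cells grew 12 h at 37 °C, 5% CO2, received 23 nL compound for 24 h, then got luciferase reagent, read after 12 min at RT.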
* = called active by the depositor; ? = inconclusive; . = no result given; [ ] = remark or other dose. Unless noted, calls come from the whole dose curve; as a rule, active = well fitted curve in the direction sought with a large enough effect; inconclusive = small, poorly fitted or top-dose-only effect, or another doubt; inactive = no such curve, though single readings can be large; an effect the other way counts as inactive or inconclusive.

Key to letters: A = WRN inhibitor; B = D3 ag; C = GLP1R inv ag; D = GLP-1R agonist; E = PLK1 PBD inh; F = PI5P4Ka inh; G = IL2 activator; H = D3 antag; I = GLP1R cytotox
CCC(=O)N1c2ccc(S(=O)(=O)N3CCOCC3)cc2CC1C (stereo not drawn)
  A: 3.3%	B: -16.9	C: 48.2%[activator]	D: -2.2%	E: -9.3%	F: 0.2	G: -1.7	H: 0.7	I: 3.4%

CCN(CC)c1c(C)nc2ccc(C(=O)Nc3cc(-c4ccccc4)ccc3OC)cn12
  A: -2.8%[57.1 µM]	B: -5.0	C: ?	D: 3.4%	E: -18.0%	F: 10.8	G: -0.8	H: 43.9	I: -9.5%

CCOc1ccc(NC(=O)Nc2ccc3c(c2)nnn3C)cc1
  A: -10.8%	B: -10.8	C: -1.9%	D: 5.0%	E: 0.0%	F: .	G: 2.4	H: ?	I: 2.0%

COCC(=O)N(C)C[C@@H]1Oc2cc(Br)ccc2S(=O)(=O)N([C@H](C)CO)C[C@H]1C
  A: -6.5%	B: 1.5	C: 2.3%	D: 2.8%	E: -11.8%	F: -0.9	G: 0.2	H: 12.4	I: -6.7%

Cn1c(=O)c2c3c(sc2n2cnnc12)CCC3
  A: -10.5%	B: 1.7	C: 5.7%	D: 5.8%	E: -5.6%	F: 2.0	G: -0.5	H: 8.4	I: -22.5%

Cn1c(CC(=O)Nc2cccc(Cl)c2Cl)nnc1SCC(=O)NC1=NCCS1
  A: 1.1%	B: -6.4	C: -8.0%	D: 0.2%	E: -6.7%	F: -6.3	G: -1.0	H: -11.0	I: -7.6%

COc1cccc(N2CN(CCc3ccccc3)CNC2=S)c1
  A: -1.3%	B: 11.2	C: -2.8%	D: 9.0%	E: 2.7%	F: 0.8	G: 0.7	H: 6.7	I: 0.0%

CCCCCCCc1c(O)nc(SCCN(C)C)[nH]c1=O
  A: 2.9%	B: 13.4	C: 1.9%	D: -5.7%	E: -1.6%	F: -6.4	G: 0.8	H: 8.6	I: -2.4%

Cc1ccccc1/[N+]([O-])=C/c1ccncc1
  A: -1.2%	B: -3.8	C: 9.0%	D: -14.5%	E: -17.3%	F: -5.7	G: -1.3	H: ?	I: 7.7%

Cc1ccc(C)c(C(=O)Nc2ccncc2)c1
  A: 2.4%	B: 4.2	C: 7.4%	D: -1.0%	E: -1.6%	F: -3.7	G: -0.7	H: -9.3	I: 7.7%

The list goes on:
Key to letters: A = WRN inhibitor; B = D3 ag; C = GLP1R inv ag; D = GLP-1R agonist; E = PLK1 PBD inh; F = PI5P4Ka inh; G = IL2 activator; H = D3 antag; I = GLP1R cytotox
CC(=O)Nc1ccc(NC(=O)CN(C)S(=O)(=O)c2ccc3c(c2)CCC(=O)N3)cc1
  A: -6.6%	B: -2.9	C: 9.3%	D: -2.9%	E: -5.9%	F: 0.5	G: 0.9	H: 23.4	I: -3.1%

CC(=O)c1cccc(NC(=O)N2CCC(C(=O)c3ccc(F)cc3)CC2)c1
  A: 3.6%[57.1 µM]	B: -14.5	C: ?	D: 4.7%	E: 0.3%	F: -2.7	G: 0.1	H: -5.0	I: 0.2%

CC1Cc2ccccc2N1C(=O)C1CCN(S(=O)(=O)Cc2ccccc2)CC1 (stereo not drawn)
  A: 4.1%	B: 0.2	C: -37.2%	D: 0.2%	E: -16.2%	F: -1.8	G: -2.4	H: -19.8	I: -12.5%

CC(NC(=O)Cc1ccccc1)c1ccc(F)cc1 (stereo not drawn)
  A: 8.6%	B: 1.6	C: -15.5%	D: 4.0%	E: -20.0%	F: 0.1	G: -5.2	H: 3.4	I: -5.2%

COc1ccc(C(=O)OCCCOC(=O)c2ccc(OC)cc2OC)c(OC)c1
  A: -17.0%	B: 2.3	C: 23.1%	D: 20.8%	E: 0.1%	F: -3.6	G: -1.1	H: 14.8	I: 18.5%

Cc1ccc(NC(=O)NNc2cccc(Cl)n2)cc1
  A: -9.1%	B: 0.9	C: 1.6%	D: -12.3%	E: -14.1%	F: 0.8	G: -3.9	H: -9.1	I: -7.1%

Cc1cccnc1N1C(=O)c2ccc(C(=O)O)cc2C1=O
  A: 2.2%	B: -0.3	C: 5.2%	D: -4.9%	E: 3.9%	F: 0.0	G: -2.2	H: 13.3	I: -3.2%

CCCCCn1c(=O)[nH]c2cc(C(=O)N3CCN(c4ccc(C(C)=O)cc4)CC3)ccc2c1=O
  A: 7.4%	B: 3.3	C: ?	D: 12.6%	E: -3.7%	F: -0.5	G: -0.5	H: 3.6	I: -25.6%

Cc1nc(C)c(-c2csc(Nc3ccc(Cl)cn3)n2)s1
  A: -2.9%	B: 0.9	C: ?	D: 29.5%	E: -3.1%	F: -15.1	G: -0.9	H: 2.5	I: 0.4%

COc1ccc(NS(=O)(=O)c2cccc(C(=O)N3CCOCC3)c2)cc1
  A: -5.4%	B: -0.5	C: 9.1%	D: 11.6%	E: ?	F: 5.9	G: 0.1	H: 6.8	I: -5.0%

3 compounds drawn at random from those above, as already listed:
Key to letters: A = WRN inhibitor; B = D3 ag; C = GLP1R inv ag; D = GLP-1R agonist; E = PLK1 PBD inh; F = PI5P4Ka inh; G = IL2 activator; H = D3 antag; I = GLP1R cytotox
COc1ccc(NS(=O)(=O)c2cccc(C(=O)N3CCOCC3)c2)cc1
  A: -5.4%	B: -0.5	C: 9.1%	D: 11.6%	E: ?	F: 5.9	G: 0.1	H: 6.8	I: -5.0%

Cc1nc(C)c(-c2csc(Nc3ccc(Cl)cn3)n2)s1
  A: -2.9%	B: 0.9	C: ?	D: 29.5%	E: -3.1%	F: -15.1	G: -0.9	H: 2.5	I: 0.4%

CC(=O)Nc1ccc(NC(=O)CN(C)S(=O)(=O)c2ccc3c(c2)CCC(=O)N3)cc1
  A: -6.6%	B: -2.9	C: 9.3%	D: -2.9%	E: -5.9%	F: 0.5	G: 0.9	H: 23.4	I: -3.1%

Further compounds:
Key to letters: A = WRN inhibitor; B = D3 ag; C = GLP1R inv ag; D = GLP-1R agonist; E = PLK1 PBD inh; F = PI5P4Ka inh; G = IL2 activator; H = D3 antag; I = GLP1R cytotox
O=C(Cc1cccs1)N(Cc1ccco1)C1(C(=O)NC2CCCC2)CCCCC1
  A: -0.1%	B: -3.8	C: ?	D: -7.9%	E: -13.5%	F: -0.1	G: -2.3	H: -9.7	I: 4.3%

COc1cccc(C(C(=O)NC2CCCCC2)N(C(=O)c2csnn2)C2CC2)c1 (stereo not drawn)
  A: -1.1%	B: -13.4	C: -15.1%	D: 8.7%	E: -6.0%	F: -6.7	G: 0.7	H: -6.2	I: 0.6%

O=C(O)c1cnn2c(C(F)(F)F)cc(-c3ccco3)nc12
  A: -24.6%[57.1 µM]	B: -0.8	C: 6.4%	D: 3.8%	E: -4.3%	F: .	G: -1.0	H: -7.5	I: 31.4%

COc1cc(S(=O)(=O)n2nc(C)cc2C)c(OC)cc1Cl
  A: -5.6%	B: 2.2	C: -4.5%	D: 0.2%	E: -10.2%	F: .	G: 0.8	H: 0.7	I: 15.4%

4 entries out of the list, arranged by length of the SMILES, descending.
Key to letters: A = WRN inhibitor; B = D3 ag; C = GLP1R inv ag; D = GLP-1R agonist; E = PLK1 PBD inh; F = PI5P4Ka inh; G = IL2 activator; H = D3 antag; I = GLP1R cytotox
CCCCCn1c(=O)[nH]c2cc(C(=O)N3CCN(c4ccc(C(C)=O)cc4)CC3)ccc2c1=O
  A: 7.4%	B: 3.3	C: ?	D: 12.6%	E: -3.7%	F: -0.5	G: -0.5	H: 3.6	I: -25.6%

COc1cccc(C(C(=O)NC2CCCCC2)N(C(=O)c2csnn2)C2CC2)c1 (stereo not drawn)
  A: -1.1%	B: -13.4	C: -15.1%	D: 8.7%	E: -6.0%	F: -6.7	G: 0.7	H: -6.2	I: 0.6%

COc1ccc(NS(=O)(=O)c2cccc(C(=O)N3CCOCC3)c2)cc1
  A: -5.4%	B: -0.5	C: 9.1%	D: 11.6%	E: ?	F: 5.9	G: 0.1	H: 6.8	I: -5.0%

COc1cc(S(=O)(=O)n2nc(C)cc2C)c(OC)cc1Cl
  A: -5.6%	B: 2.2	C: -4.5%	D: 0.2%	E: -10.2%	F: .	G: 0.8	H: 0.7	I: 15.4%
